# Screening data: PubChem, National Center for Advancing Translational Sciences (NCATS)
# D2 ag = HTS Assay for Allosteric Agonists of the Human D2 Dopamine Receptor: Primary Screen for Agonists | D(2) dopamine receptor (Homo sapiens), P14416 | HEK293 T-REx D2 cells, calcium flux agonist mode | activation, % at 2 µM | actives 0.53% (n = 340,000);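 active means activation over 3 SD above normal in the single-dose calcium agonist read, cut at about 30% in these data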; further: 0% is about no effect
#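 Agonism is scored from calcium flux in a force-coupled, inducible HEK293 cell line expressing D2, read kinetically for 180 s after compound addition against dopamine controls.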
# D1 PAM = Potentiators of Human D1 Dopamine Receptor: qHTS; actives 0.036% (n = 360,000); AID 504651, 2011; potentiation, % at 10 µM; HEK293 TREx D1 cells, calcium flux, dopamine EC20 potentiation; D(1A) dopamine receptor (Homo sapiens), P21728; in the data active means potentiation above about 30%; further: 0% is about no effect
# Target sequence (P21728 whole entry, looked up): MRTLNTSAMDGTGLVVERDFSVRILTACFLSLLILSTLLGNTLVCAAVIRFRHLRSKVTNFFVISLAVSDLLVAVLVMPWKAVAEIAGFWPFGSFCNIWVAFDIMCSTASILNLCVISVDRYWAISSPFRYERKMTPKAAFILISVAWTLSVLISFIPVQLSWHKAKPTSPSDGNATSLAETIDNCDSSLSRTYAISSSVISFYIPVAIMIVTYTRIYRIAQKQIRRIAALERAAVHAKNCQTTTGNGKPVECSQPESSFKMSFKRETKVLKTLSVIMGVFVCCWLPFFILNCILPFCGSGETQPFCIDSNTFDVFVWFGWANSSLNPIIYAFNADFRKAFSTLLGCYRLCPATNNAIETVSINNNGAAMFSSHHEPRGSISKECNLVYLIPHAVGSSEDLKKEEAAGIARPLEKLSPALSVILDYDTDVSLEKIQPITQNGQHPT
# D2 potentiator = HTS Assay for Positive Allosteric Modulators of the Human D2 Dopamine Receptor: Primary Screen for Potentiators; D(2) dopamine receptor (Homo sapiens), P14416; HEK293 T-REx D2, calcium flux, EC20 dopamine potentiation; potentiation, % at 10 µM; actives 0.34% (n = 340,000); AID 485347, 2010;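 active means potentiation over 3 SD above the plate norm, cut at about 30% in these data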; further: 0% is about no effect
#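 Primary screen. Calcium kinetics in induced HEK293 T-REx D2 cells: compound pre-addition 180 s, EC20 dopamine, 180 s more.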
# D1 agonist = Allosteric Agonists of the Human D1 Dopamine Receptor: qHTS | D(1A) dopamine receptor (Homo sapiens), P21728 | HEK293 T-REx D1 cells, calcium flux, agonist mode | activation, % at 2 µM | actives 1% (n = 360,000) | AID 504660, 2011; further: 0% is about no effect
#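 Agonism was scored from calcium flux recorded over 180 s (1 read/s) after pintool compound addition, following a 10-cycle baseline. Cells were inducible force-coupled HEK293 TREx D1, plated overnight at 30 C and loaded with no-wash calcium dye.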
# D1 antagonist = Antagonist of Human D 1 Dopamine Receptor: qHTS; HEK293 TREx D1 cells, calcium flux, dopamine EC80; hits give low values; activity change, negative = inhibition, % at 10 µM; actives 3.2% (n = 360,000); AID 504652, 2011; in the data active means activity change below about -30%; further: on the % scale 0 is the no-effect control and ±100 the full control effect
#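 Compound effects on dopamine-evoked calcium signalling were measured in tetracycline-induced HEK293 Trex D1 cells. Dopamine at EC80 followed a 180 s compound pre-read, and fluorescence was tracked kinetically for 180 s more.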
# TRHR agonist = qHTS for Small Molecule Agonists and Allosteric Enhancers of Human TRH Receptor: Primary Screen for Agonists | Thyrotropin-releasing hormone receptor (Homo sapiens), P34981 | TRHR cells, calcium flux fluo-8, FDSS agonist mode | activation, % at 2 µM | actives 0.18% (n = 360,000) | AID 493084, 2011; further: 0% is about no effect
# Target sequence (P34981 whole entry, looked up): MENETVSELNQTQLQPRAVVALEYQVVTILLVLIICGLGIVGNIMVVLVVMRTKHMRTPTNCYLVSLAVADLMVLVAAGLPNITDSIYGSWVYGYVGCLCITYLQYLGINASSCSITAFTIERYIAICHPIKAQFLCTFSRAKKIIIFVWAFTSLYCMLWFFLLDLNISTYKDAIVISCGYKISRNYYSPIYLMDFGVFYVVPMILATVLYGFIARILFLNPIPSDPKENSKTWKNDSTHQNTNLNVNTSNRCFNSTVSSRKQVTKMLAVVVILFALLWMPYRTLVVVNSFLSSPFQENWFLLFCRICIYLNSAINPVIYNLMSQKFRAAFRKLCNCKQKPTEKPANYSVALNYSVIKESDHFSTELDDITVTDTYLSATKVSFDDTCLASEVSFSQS
#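 TRHR-expressing cells, plated overnight in medium with 10% serum, were loaded with fluo-8 calcium dye at room temperature. After a 10 s baseline, library compound was pin-added and calcium release was recorded kinetically (ex 480/em 530) as agonist response.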
# D2 antag = HTS Assay for Allosteric Antagonists of the Human D2 Dopamine Receptor: Primary Screen for Antagonists | inhibition, % at 10 µM | HEK293 TREx D2 cells, calcium flux, dopamine EC80 | D(2) dopamine receptor (Homo sapiens), P14416 | actives 2% (n = 340,000); in the data active means inhibition above about 30%; further: 0% is about no effect
#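 Calcium flux kinetic readout in an inducible HEK293 TREx D2 line plated overnight at 30 C. After 180 s compound exposure, an EC80 dopamine challenge follows with another 180 s kinetic read to detect antagonism.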
# RXFP1 antagonist = qHTS Assay for Antagonists of the Relaxin Receptor RXFP1; Relaxin receptor 1 (Homo sapiens), Q9HBX9; HEK293-RXFP1, relaxin-stimulated cAMP HTRF, 30 min; hits give low values; activity change, negative = inhibition, % at 57.5 µM; actives 0.59% (n = 350,000); AID 1259400, 2018;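 active means activity change of -60% or lower, but not beyond a set lower limit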; further: on the % scale 0 is the no-effect control and ±100 the full control effect
# TRHR PAM = qHTS for Small Molecule Agonists and Allosteric Enhancers of Human TRH Receptor: Primary Screen for Enhancers | actives 0.66% (n = 360,000) | enhancement, % at 2 µM | TRHR cells, fluo-8 calcium fluorescence, EC20 TRH enhancement | Thyrotropin-releasing hormone receptor (Homo sapiens), P34981; in the data active means enhancement above about 30%; further: 0% is about no effect
#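 Enhancer read-out: after compound pinning and an initial kinetic agonist-mode read, an EC20 of TRH (10 nM final) was injected and fluo-8 calcium signal (Ex 480/Em 530) followed at 1 s/cycle for 100 cycles in TRHR-expressing cells.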
# The depositor's hits bear a star; nt = no result given. Unless noted, no stated cut-off is given here; in the data, active means activation above about 30%; inactive means the rest.
# Values run as follows: D2 ag	D1 PAM	D2 potentiator	D1 agonist	D1 antagonist	TRHR agonist	D2 antag	RXFP1 antagonist	TRHR PAM
CC(C)(C)NC(=O)c1ccc(NC(=O)CSc2ccccc2)cc1
→ -1.0	-1	8	8	-17	-0.9	-11	-5	9
CCC(/C=N/NC(=O)c1ccccc1F)CC
→ 0.3	-9	3	4	-37*	0.4	-3	-3	-1
Cc1ccc(NS(=O)(=O)c2ccc(N3C(=O)CCC3=O)cc2)cc1
→ 2.0	4	-10	8	-6	0.5	14	-6	19
O=C(NCCN1CCOCC1)C(=O)NCC1OCCCN1S(=O)(=O)c1cc(F)ccc1F (configuration not stated)
→ 0.8	1	-1	0	9	0.3	3	1	-2
O=C(N/N=C/c1ccc(O)cc1)c1cc[n+](Cc2ccccc2)cc1
→ 0.2	0	8	0	9	-0.4	-3	3	1
O=S(=O)(Cc1ccccc1)N1CCc2ccccc2C1
→ 0.1	-2	-3	2	3	0.4	-30	9	-5
Cc1cc(Br)ccc1NC(=O)CN(C)C(=O)Cn1c(=O)cnc2ccccc21
→ 0.2	-7	1	0	9	-0.2	-17	-2	5
C[C@H](CCCC/C=C/C(=O)O)O[C@@H]1O[C@@H](C)[C@H](O)C[C@H]1O
→ -0.8	1	5	0	nt	-0.1	7	nt	-2
CCNC(=O)CC1C(=O)N(c2ccc(F)cc2)C(=O)N1CCc1ccc(OC)cc1 (configuration not stated)
→ nt	5	nt	0	5	0.0	nt	-13	3
Cc1ccc(OCC(=O)Nc2nnc(SCc3cc(=O)n4cc(C)ccc4n3)s2)cc1
→ 0.4	-2	-6	0	0	0.2	nt	14	0
COC(=O)c1ccc(Cn2nc(C)cc2C)cc1
→ -0.5	-1	0	2	4	-0.3	0	2	-4
Cc1cc(C)n2nc(C(=O)Oc3ccc4c(c3)OCO4)nc2n1
→ -0.8	-3	-6	0	16	-0.2	0	-3	-2
O=C(COc1cccc(Cl)c1)Nc1ccc2c(c1)CCC2
→ -0.7	5	6	9	12	-0.6	-5	-15	-14
CC1(CO)COC2(OC1)C(=O)Nc1ccccc12 (configuration not stated)
→ -0.6	-10	12	1	5	0.3	-2	1	4
CCN(CC)CCn1c(SCC(=O)NCc2ccccc2)nc2c(sc3ccccc32)c1=O
→ 0.9	7	0	2	-5	-0.4	6	-20	1
CC(C)NC(=O)Cn1c(SCC(=O)NC2CCCC2)nc2ccccc21
→ 0.1	2	4	4	-8	-0.2	-2	13	-25
COc1ccc(/C(O)=C2/C(=O)C(=O)N(CCN(C)C)C2c2ccc(F)cc2)cc1Cl (configuration not stated)
→ 3.0	-2	-2	1	-11	0.2	-2	3	3
COc1ccccc1N(CC(=O)Nc1ccc(S(=O)(=O)N2CCCCC2)cc1)S(C)(=O)=O
→ 1.3	-2	10	0	5	0.6	-6	3	2
C=CCOc1cccc(/C=N/NC(=O)CN2CCCCC2)c1
→ 0.1	-6	-16	3	-11	-0.4	15	-6	10
Cc1ccc2cc(C3CC(c4ccco4)=NN3C(=O)CCCC(=O)O)c(Cl)nc2c1 (configuration not stated)
→ -0.7	3	2	2	-4	0.1	-3	-4	10
O=c1c2ccccc2nc2n1CCN2
→ 0.3	3	10	3	-7	-0.1	2	21	7
Cn1ncc(Br)c1NC(=O)Nc1ccc(OC(F)(F)F)cc1
→ -0.8	-3	-7	19	-17	1.6	2	-18	-1
COc1ccc(C(C)NC(=O)C23CC4CC(CC(C4)C2)C3)cc1 (configuration not stated)
→ 0.0	-1	2	0	1	-0.6	7	-2	16
NC(=O)NC(=O)Nc1ccccc1Cl
→ -1.3	-3	1	3	2	0.1	2	4	-1
O=c1c2sc3ccccc3c2n(Cc2ccccc2)c(=O)n1CCc1ccccc1
→ 0.3	-1	25	0	-52*	0.6	nt	nt	-3
COCCCNC(=O)c1ccc(S(=O)(=O)c2ccc(C)cc2)c(NC(C)=O)c1
→ -0.1	8	0	1	-19	-0.3	-1	6	5
COc1ccc(CCOC(=O)c2ccc(N)c([N+](=O)[O-])c2)cc1
→ 0.9	-8	-3	3	4	-0.6	1	-66*	-19
Cc1[nH]c2ccc(C(=O)Nc3ccncc3)cc2c1C
→ 0.7	-6	21	0	2	0.2	0	2	-1
CCOc1ccc(C)cc1S(=O)(=O)NC1CCCCC1
→ -0.4	-4	19	3	-18	-0.5	26	-8	2
CC1CCCCC1NC(=O)COC(=O)c1ccccc1NC(=O)c1ccco1 (configuration not stated)
→ -0.2	0	4	4	5	-0.4	-2	6	-2
O=C(CSc1nnc(-c2ccco2)n1CC1CCCO1)c1ccccc1 (configuration not stated)
→ 1.2	-5	-11	2	-3	0.1	10	5	-4
CC(C)(C)NC(=O)c1ccncc1
→ -0.1	-2	13	1	4	0.2	-1	4	5
Cc1ccc(S(=O)(=O)N2CCN(S(C)(=O)=O)C2)cc1
→ -0.4	-2	2	3	-11	0.6	-5	1	1
O=c1c2ccccc2cnn1Cc1ccc(Br)cc1F
→ 0.9	-6	8	-1	0	-0.4	-17	9	3
O=C1N/C(=N\S(=O)(=O)Cc2ccccc2)S/C1=C/c1cc([N+](=O)[O-])ccc1O
→ 59*	22	2	267*	80	102*	31*	13	49*
Cc1ccccc1Nc1cc(C(=O)NC2CCC(C)CC2)c2ccccc2n1 (configuration not stated)
→ -0.7	-2	0	-1	-26	-0.4	nt	-4	2
O=C(Nc1ccnn1C1CCN(CCCC2CCCC2)CC1)c1ccccc1
→ 0.3	-1	-7	7	5	0.3	-9	-14	0
Cc1cc(C)cc(N2Cc3ccccc3C2)c1
→ -0.1	-6	-2	1	5	-0.1	-5	9	7
CCOC(=O)C1=C(N)N2C(=O)C(C)SC2=C(C(=O)OCC)C1c1cc(OC)c(OC)c(OC)c1 (configuration not stated)
→ -0.8	-1	12	-1	-11	-0.6	-2	0	2
COCCN(Cc1cc2cccc(C)c2n2nnnc12)C(=O)C(F)(F)F
→ -0.2	7	-6	0	5	-0.1	-5	0	12
COc1ccc(C(=O)CSc2nc3ccccc3n2CC(=O)NC(C)(C)C)cc1
→ -0.4	-4	2	0	3	-0.5	9	4	0
C=CCNC(=O)N1CCCC(C(=O)c2cccc(Cl)c2)C1 (configuration not stated)
→ -1.9	2	11	0	-2	-4.3	-9	2	7
Cc1[nH]n2c(=O)c3c(nc2c1-c1ccc(Cl)cc1)CCC3
→ -0.6	0	-22	-1	1	-0.4	75*	-5	5
Cc1cc(Nc2ncc(Cl)cc2Cl)n[nH]1
→ 0.4	0	-6	1	-5	0.0	15	9	-2
COCCNC(=S)Nc1ccc([N+](=O)[O-])cc1C
→ -0.1	-4	-5	9	0	0.7	17	-5	-5
Cc1noc(C)c1C(=O)OCC(=O)Nc1ccccc1C(=O)NC(C)c1ccccc1 (configuration not stated)
→ 0.3	-4	0	3	-18	0.1	-8	-18	2
COc1ccc(Cc2noc(CN3CCN(c4ccc(Cl)cn4)CC3)n2)cc1OC
→ -0.5	-4	5	15	-31*	-0.8	-3	-23	-6
FCCCOc1ccc(-c2nccc(-c3ccc(F)cc3)n2)cc1
→ 1.5	-6	-2	8	8	1.2	-25	-8	1
COc1ccc(CNC(=O)c2cc3ccccc3oc2=O)cc1
→ -0.1	-4	11	2	-6	-0.2	11	0	-1
CCSc1nc(C)c(C(C)=O)cc1C#N
→ 0.0	-4	-6	1	17	-0.1	-20	3	9
c1ccc(Cn2nnnc2CN2CCN(c3ncccn3)CC2)cc1
→ -0.8	-6	13	4	-2	-0.3	-3	-3	5
COC(=O)c1c(-c2cccs2)csc1NC(=O)COc1ccccc1
→ 2.2	1	-2	2	3	0.3	nt	-6	1
CCCc1cc2c(cc1NC(=O)c1ccccc1F)OCO2
→ -1.3	-4	-5	8	-2	2.0	6	-9	-2
C=CCN1CCN(C(c2ccc(Cl)cc2)c2nnnn2CCc2ccc(OC)c(OC)c2)CC1 (configuration not stated)
→ 7.3	-3	-3	0	-1	1.0	-6	-4	2
Cc1ccc(NC(=S)N2CCC(c3ccc(C)cc3)C2)cc1 (configuration not stated)
→ 0.2	1	4	-1	2	0.2	-6	-2	-4
O=C1CN(C(=O)c2ccc(Br)o2)C(c2ccccc2)c2cc(F)ccc2N1 (configuration not stated)
→ 0.7	nt	-2	-1	-21	0.3	26	-3	2
Cc1nc(-c2ccc(S(=O)(=O)NCc3ccc(F)cc3)cc2)co1
→ 1.1	-2	-7	1	-56*	-0.4	nt	nt	2
COc1ccc([C@H]2C=C3CN(C(=O)OC(C)(C)C)S(=O)(=O)[C@H]3C[C@H]2OC(=O)c2cccs2)cc1
→ -1.7	-4	11	1	5	-0.6	-9	nt	1
O=c1[nH]c(N2CCCCC2)nc2ncn(Cc3ccccc3)c12
→ 0.0	-1	0	2	0	-0.3	8	8	0
CCOC(=O)N1CCN(C(=O)c2ccc3nc(-c4ccccc4)c(-c4ccccc4)nc3c2)CC1
→ -0.1	3	6	1	-2	-0.9	-8	-14	-7

# Going on with the list:
# Values run as follows: D2 ag	D1 PAM	D2 potentiator	D1 agonist	D1 antagonist	TRHR agonist	D2 antag	RXFP1 antagonist	TRHR PAM
CCc1c(-c2ccccc2)nc2ccccc2c1C(=O)NC(C)c1ccccc1 (configuration not stated)
→ 1.6	0	2	2	4	0.3	nt	-20	-6
Cc1ccc(CCNC(=O)C2CCCN(S(=O)(=O)c3cccc4nsnc34)C2)cc1 (configuration not stated)
→ -1.4	-2	4	4	0	-0.3	-2	0	-3
C=CCSc1nc(Cc2ccc(Cl)cc2)nc2ccccc12
→ 0.4	1	22	6	19	0.3	10	-7	-2
CCN(CCCNC(=O)c1ccc(Sc2ccc(Cl)cc2)c(NC(C)=O)c1)c1ccccc1
→ 0.7	-1	10	6	21	-0.8	nt	-21	3

# Gathered by group: the compounds so far containing a furan ring, fused or not
# Values run as follows: D2 ag	D1 PAM	D2 potentiator	D1 agonist	D1 antagonist	TRHR agonist	D2 antag	RXFP1 antagonist	TRHR PAM
Cc1ccc2cc(C3CC(c4ccco4)=NN3C(=O)CCCC(=O)O)c(Cl)nc2c1 (configuration not stated)
→ -0.7	3	2	2	-4	0.1	-3	-4	10
CC1CCCCC1NC(=O)COC(=O)c1ccccc1NC(=O)c1ccco1 (configuration not stated)
→ -0.2	0	4	4	5	-0.4	-2	6	-2
O=C(CSc1nnc(-c2ccco2)n1CC1CCCO1)c1ccccc1 (configuration not stated)
→ 1.2	-5	-11	2	-3	0.1	10	5	-4
O=C1CN(C(=O)c2ccc(Br)o2)C(c2ccccc2)c2cc(F)ccc2N1 (configuration not stated)
→ 0.7	nt	-2	-1	-21	0.3	26	-3	2
